# AMA1-RON2 inh: inhibitors of Plasmodium falciparum AMA1-RON2 interaction. AlphaScreen AMA1-biotinylated RON2 peptide binding. Potency, µM (titrated, usually from 58.2 µM), for the others: top-dose activity change, negative = inhibition, most hits filed as inhibitors. actives 0.2% (n = 360,000);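 further: potency means the concentration at half of the fitted maximal effect; 0% = vehicle wells and -100% = peptide control; nearly all actives have a fitted effect of over 45% in size; some results filed as inactive show a strong effect at the top dose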
#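 AMA1 (3D7) with his tag at 25 nM final met compounds first, then biotinylated RON2 peptide at 25 nM; detection used donor plus acceptor beads, 10 µg/mL apiece, read by AlphaScreen after 30 min at room temperature.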
# Pf growth 48h: P. falciparum growth inhibition at 48 hours (one generation); actives 5.9% (n = 310,000); Potency, µM (top dose mostly 28.7 µM), inactives show at the highest dose activity change, negative = inhibition, actives largely listed as inhibitors; P. falciparum luciferase growth in erythrocytes, 48 h; further: potency means the concentration at half of the fitted maximal effect; on the % scale 0 is the no-effect control and ±100 the full control effect
#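 Erythrocytes infected with P. falciparum carrying an integrated firefly luciferase reporter (2% hematocrit, 0.1% parasitemia final) were exposed to compounds in RPMI 1640 with 0.5% Albumax at 37 C, 5% CO2. Growth inhibition was scored as reduced luminescence.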
# LmPK inh: LmPK (Leishmania mexicana) enzyme inhibition; Q27686; purified LmPK, Kinase-Glo ATP luminescence, 1 h; Potency, µM (titrated, usually from 57.5 µM), for inactives: at the highest dose activity change, negative = inhibition, actives largely listed as inhibitors; actives 0.37% (n = 290,000); AID 1721; further: potency means the concentration at half of the fitted maximal effect; on the % scale 0 is the no-effect control and ±100 the full control effect
# Target sequence (Q27686 whole entry, looked up): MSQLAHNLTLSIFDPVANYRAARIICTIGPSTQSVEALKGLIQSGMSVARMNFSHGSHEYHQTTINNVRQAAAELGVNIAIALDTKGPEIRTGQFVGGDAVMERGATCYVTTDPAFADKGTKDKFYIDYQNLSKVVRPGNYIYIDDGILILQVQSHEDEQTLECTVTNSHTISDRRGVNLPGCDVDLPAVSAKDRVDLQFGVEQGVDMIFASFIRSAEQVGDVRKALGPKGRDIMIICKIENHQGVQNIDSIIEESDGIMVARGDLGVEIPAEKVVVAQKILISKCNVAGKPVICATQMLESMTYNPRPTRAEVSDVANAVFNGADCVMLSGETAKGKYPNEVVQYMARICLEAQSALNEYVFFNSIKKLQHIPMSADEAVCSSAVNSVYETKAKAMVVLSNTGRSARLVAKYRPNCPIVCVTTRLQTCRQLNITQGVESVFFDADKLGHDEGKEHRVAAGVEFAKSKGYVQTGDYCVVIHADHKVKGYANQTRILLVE
#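 Kinase-Glo luminescence read after 1 h RT reaction of 0.1 nM LmPK with 0.5 mM PEP and 0.1 mM ADP. Activity scaled between uninhibited and enzyme-free controls.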
# Tb PYK inh: T. brucei pyruvate kinase inhibition; Q57TT1; TbPYK enzyme, Kinase-Glo Plus ATP luminescence, 45 min; Potency, µM (highest dose often 76.8 µM), inactives show top-dose activity, negative = inhibition, actives largely listed as inhibitors; actives 0.12% (n = 410,000); further: potency means the concentration at half of the fitted maximal effect; on the % scale 0 is the no-effect control and ±100 the full control effect; nearly all actives have a fitted effect of over 50% in size
#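 TbPYK + substrate in 50 mM TEA pH 7.2, 100 mM KCl, 10 mM MgCl2, 0.05% BSA, 0.01% Tween-20; cpd pinned; ADP 130 uM final; 45 min RT; Kinase-Glo Plus 10 min; luminescence endpoint.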
# Shiga inhibitor: blocks Shiga toxin action in Vero cells | AID 2315 | Vero cells, Shiga toxin protein synthesis inhibition reporter | inhibition, % at 38.7 µM | actives 9.2% (n = 290,000); in the data active means inhibition mostly above about 28%, no sharp cut-off; inactive means mostly below about 43%; further: 0% is about no effect
# CHX counter: counter-screen hit for Shiga toxin inhibitors, cycloheximide; cell reporter, cycloheximide protein synthesis inhibition counterscreen; actives 12% (n = 300,000); max response, %; in the data active means max response mostly above about 13%, no sharp cut-off; inactive means mostly below about 14%; further: read at 38.3 µM for the half of the compounds with a filed dose; 0% is about no effect
# Pf growth 96h: P. falciparum growth inhibition at 96 hours | actives 6.9% (n = 320,000) | Potency, µM (titrated, usually from 28.7 µM), for the others: at the top dose activity change, negative = inhibition, hits mostly inhibitors | P. falciparum luciferase reporter growth, 96 h; further: potency means the concentration at half of the fitted maximal effect; on the % scale 0 is the no-effect control and ±100 the full control effect
#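 Compounds incubated with erythrocytes infected by luciferase-expressing P. falciparum (2% hematocrit, 0.05% parasitemia final) for 96 hours, 37 C in 5% CO2. Growth inhibition scored as decreased luciferase luminescence.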
# An asterisk follows results filed as active; i = inactive; ? = inconclusive; · = not tested or not shown; [ ] = another dose, or the depositor's remark. Unless noted, the call rests on the fitted dose curve; in most records, active means well fitted curve in the direction sought with a large enough effect; inconclusive means small, poorly fitted or top-dose-only effect, or another doubt; inactive means no such curve, though single readings can be large; an effect the other way counts as inactive or inconclusive.
item	smiles	Pf growth 48h	Tb PYK inh	AMA1-RON2 inh	Shiga inhibitor	CHX counter	Pf growth 96h	LmPK inh
1	O=C(O)CSc1ncnc2c1sc1nc(-c3ccccc3)c3c(c12)CCC3	2%	-2%	13%	-2	-3	14%	-1%
2	O=C(Nc1cc(C(F)(F)F)ccc1N1CCCCC1)c1ccco1	12%	0%	13%	-18	-5	37%[activator]	-3%
3	O=C(c1ccc(Cl)c(NC2=NC3CS(=O)(=O)CC3S2)c1)N1CCN(c2ccc(F)cc2)CC1 (configuration not stated)	-4%	-3%	6%	-3	-4	29%	0%
4	CCC(C)n1c(=S)[nH]c2c(sc3ccc([N+](=O)[O-])cc32)c1=O (configuration not stated)	10%	-3%	76%[activator]	-11	-7	?	2%
5	Cc1ccc(NC(=O)Cc2n[nH]c(=S)n2C)cc1	15%	?	5%	23	-5	?	12%
6	O=C(NC1CCCN(c2ccc(C(F)(F)F)cn2)C1)c1ccncc1 (configuration not stated)	-17%	-1%	-5%	-3	-2	?	-1%
7	Cn1c(COc2ccccc2)nnc1SCC(=O)NC1CCCC1	3%	1%	6%	-17	-4	21%	-5%
8	Cn1c(=O)n(C)c2cc(NC(=O)COc3ccccc3)ccc21	-11%	2%	7%	1	9	?	-2%
9	COc1cc(-c2nc(S(=O)(=O)c3ccc(C)cc3)c(N3CCOCC3)o2)cc(OC)c1OC	-15%	5%	-8%	-8	1	?	1%
10	Cc1cc(C)cc(-n2c(N)c(C(=O)Nc3c(C)n(C)n(-c4ccccc4)c3=O)c3nc4ccccc4nc32)c1	12%	0%	-7%	-4	4	2.9µM*	3%
11	COCC(C)n1c(C)cc(C(=O)COC(=O)C2=NN(c3ccccc3)C(=O)CC2)c1C (configuration not stated)	39%	·	·	24	2	0%	3%
12	CC1(C)Cc2c(sc3c4nnnn4c4nnnn4c23)CO1	4%	·	·	-8	-4	3%[5.75 µM]	2%
13	Cc1cc(Br)ccc1SCC(=O)OCC(=O)Nc1ccccc1C#N	14%	-2%	19%	-4	-3	26%	2%
14	O=C(COC(=O)c1ccc(OC(F)F)cc1)NCCC1=CCCCC1	-12%	0%	5%	·	·	17%	·
15	CC(Sc1nnnn1C)C(=O)Nc1ncc(Cl)cc1Cl (configuration not stated)	27%	0%	1%	·	·	-25%	·
16	CC(NC(=O)c1cccnc1)C(c1ccccc1)N1CCN(C)CC1 (configuration not stated)	2%	-3%	-1%	-4	-1	·	12%
17	CC(=O)Nc1ccc(NC(=O)CSc2nnc(-c3ccc(NS(C)(=O)=O)cc3)n2C)cc1C	-31%[1.15 µM]	0%	1%	-5	-8	-59%	0%
18	COc1ccc(Cc2nc3ccc(C(=O)N4CCCN(C=O)CC4)cc3o2)cc1	1%	0%	0%	30	15	-22%	-1%
19	CCCN(C(=O)CCOc1ccc(C(C)(C)C)cc1)c1c(N)n(Cc2ccccc2)c(=O)[nH]c1=O	2.6µM*	-6%	-7%	·	·	?	·
20	O=C(COC(=O)COc1ccc(Br)cc1)Nc1cccnc1Cl	15%	-1%	-2%	11	-1	52%[activator]	5%
21	COc1ccc(C2=NOC(Cn3nc(C(=O)NCc4cccs4)cc3-c3ccccc3)C2)cc1 (configuration not stated)	?	-4%	-1%	·	·	?	·
22	c1ccc(CCN2CCN(c3ncnc4c3cnn4-c3ccccc3)CC2)cc1	?	-12%	1%	17	2	·	9%
23	Cc1cc(C(=O)N/N=C\c2ccc(COc3ccc([N+](=O)[O-])cc3)o2)ccc1[N+](=O)[O-]	13%	-12%	0%	41	12	26%[5.75 µM]	1%
24	CN1CCN(C(=O)COc2ccc(S(=O)(=O)N(C)Cc3ccccc3)cc2)CC1	·	-7%	0%	-20	0	?	3%
25	CCCCn1c(NCc2ccc3c(c2)OCO3)nc2ccccc21	?	5%	9%	29	12*	?	7%
26	COc1cccc(CN(C(=O)c2cccc(OC)c2)C2CCS(=O)(=O)C2)c1 (configuration not stated)	-5%	-4%	-7%	8	-2	-5%	-1%
27	Cc1cc(C)n2ncc(C(=O)NCc3ccccc3)c2n1	·	-4%	-7%	-10	-2	-18%	-2%
28	COc1ccc(C2/C=C\CN(C(=O)c3ccccc3)[C@H](Cc3ccccc3)C(=O)N2Cc2ccc(F)cc2)cc1 (some centres not stated)	?	-8%	-10%	0	-2	?	-1%
29	O=C(NC1CC1)C1CCN(c2nc3ccccc3s2)CC1	-25%	5%	5%	63*	23*	-2%	-7%
30	CCCCN(C)CCCNC(=O)c1cccc(N2CCCC2=O)c1	·	2%	0%	-11	3	?	2%
31	CCNS(=O)(=O)c1c(C)cc(N2CCCC2=O)cc1C	0%	-2%	1%	-19	-1	?	1%
32	CC1Nc2ccc(C(=O)NC3CCCCC3)cc2NC1=O (configuration not stated)	8%	-3%	13%	-2	-2	48%[activator]	-3%
33	COc1ccc(O)c(/C=N/NC(=S)Nc2cccnc2)c1	?	?	-64%	91*	34*	0.52µM*	-1%
34	Cc1nnc(SCCn2c(N3CCN(Cc4ccccc4)CC3)nc3c2c(=O)[nH]c(=O)n3C)s1	?	-7%	2%	-8	-2	7.4µM*	3%
35	O=C(c1cc([N+](=O)[O-])ccc1N1CCCCC1)N1CCCC1	31%[activator]	-12%	7%	-11	1	7.4µM*	1%
36	CC(C)Oc1cccc(C(=O)C2CCCN(C(=O)c3cc(C4CC4)[nH]n3)C2)c1 (configuration not stated)	?	0%	1%	1	1	?	1%
37	O=C(CN1C(=O)NC2(CCCCCCC2)C1=O)Nc1ccc(Cl)cc1	-12%	-5%	-10%	·	·	10%	·
38	O=C(O)c1ccc(Cn2cc(Cl)cn2)cc1	2%	1%	-6%	-11	-6	8%	5%
39	O=C1CSC(c2cccc([N+](=O)[O-])c2)N1C1CC2CCC1C2 (configuration not stated)	-26%	-1%	-8%	9	8	-13%	4%
40	COc1ccc(S(=O)(=O)NCCOc2cccc3cccnc23)cc1OC	-37%[5.75 µM]	15%	-9%	18	-2	15%	1%
41	Cn1c(/C(C#N)=C(\O)c2ccc([N+](=O)[O-])s2)nc2ccccc21	·	-7%	0%	-4	-3	0%	-2%
42	COc1ccc2[nH]c(C(=O)N3CCC(Cc4ccccc4)CC3)cc2c1	-11%	0%	6%	-1	-2	-17%	8%
43	CCOc1ccc(-c2n[nH]c(C(=O)NN)c2C)cc1	92%[activator]	2%	87%[activator]	95*	32*	41%[activator]	1%
44	O=C(Nc1ccccc1C(=O)N1CCCCC1)c1ccco1	20%	2%	-4%	-5	-1	32%[activator]	-1%
45	Cc1nc(Nc2ccc(Cl)cc2)c2nnn(Cc3ccccc3)c2n1	?	0%	-6%	30	-4	-15%	9%
46	Cc1nc(N2CCN(Cc3ccccc3)CC2)nc2c1CCC2	?	-5%	?	-7	-3	1%	-8%
47	CCCCN(CC(=O)NC1CC1)S(=O)(=O)c1ccc(OCC)cc1	?	-2%	-10%	·	·	?	·
48	CC(=O)Nc1cccc(NC(=O)CSc2nnnn2Cc2ccccc2)c1	33%[activator]	-5%	13%	5	-1	5.9µM*	-1%

# Profiles as entered above:
# Cc1nc(N2CCN(Cc3ccccc3)CC2)nc2c1CCC2 is listed with Pf growth 48h: ?; Tb PYK inh: -5%; AMA1-RON2 inh: ?; Shiga inhibitor: -7; CHX counter: -3; Pf growth 96h: 1%; LmPK inh: -8%
# CCOc1ccc(-c2n[nH]c(C(=O)NN)c2C)cc1 is listed with Pf growth 48h: 92%[activator]; Tb PYK inh: 2%; AMA1-RON2 inh: 87%[activator]; Shiga inhibitor: 95*; CHX counter: 32*; Pf growth 96h: 41%[activator]; LmPK inh: 1%

# (cont.)
item	smiles	Pf growth 48h	Tb PYK inh	AMA1-RON2 inh	Shiga inhibitor	CHX counter	Pf growth 96h	LmPK inh
49	Cc1c(C=O)c2ccccn2c1C(=O)c1ccc(Cl)c([N+](=O)[O-])c1	8%	0%	-16%	-10	-1	-6%	0%
50	CCS(=O)(=O)n1nc(-c2ccc(C)cc2)nc1N	8%	3%	-14%	9	9.4*	·	2%
51	COC(=O)c1[nH]c2ccccc2c1NC(=O)C(C)N1CCOCC1 (configuration not stated)	3%	1%	13%	-11	0	-13%	-1%
52	Cn1cc(CN(CCO)Cc2cccs2)c(-c2ccccc2F)n1	2%	1%	0%	-7	1	?	-2%
53	OCCNCCO	42%[activator]	-5%	12%	-1	-3	41%[activator]	-7%
54	CCOC(=O)c1nn(-c2ccc3c(c2)CCN3C(C)=O)cc1O	110%[activator]	14%	-1%	40	21	-7%	-9%
55	CCOc1ccc(-n2nnc3c(=O)n(CC(=O)Nc4cc(C)on4)cnc32)cc1	24%	-1%	6%	-2	-2	41%[activator]	-1%
56	O=C(c1cc(C2CC2)on1)N1CCN(c2ccccc2)CC1	·	3%	-2%	47*	24*	?	-1%
57	CC1CC(C)CN(S(=O)(=O)c2ccc(Cl)cc2)C1 (configuration not stated)	7%	3%	5%	-9	0	-8%	0%
58	COc1ccc(NC(=O)COc2ncnc3ccccc23)cc1S(=O)(=O)N1CCOCC1	-2%	-5%	-7%	-10	1	9%	-2%
59	C=CCOc1ccc(CN(C)Cc2nc3cc(C(F)(F)F)ccc3c(=O)[nH]2)cc1	?	-1%	90%[activator]	-13	-3	0%	-1%
60	CCNc1nn2ccccc2c1/C=C(\C#N)C(=O)OCC	30%[activator]	4%	9%	-11	1	-6%	6%
61	N#Cc1ccc2c(c1)C[C@]1(CCCCN3C(=O)c4ccccc4C3=O)OC3=C(C(=O)OC4(CCCCC4)C3)C2O1	?	·	·	i	-1	?	2%[11.5 µM]
62	COC(=O)c1ccc(C23CC4(C2)[C@H](CN(CC2CCCCC2)[C@@H]4c2ccccc2)C3c2ccc(Cl)nc2)cc1 (some centres not stated)	9.3µM*	1%	1%	0	2	9.3µM*	1%
63	Cc1ccc2oc(=O)c3cc(C(=O)NCCCN4C(C)CCCC4C)sc3c2c1 (configuration not stated)	?	-3%	2%	-3	-1	-4%	13%
64	CN(Cc1ccccc1)C(=O)CN(c1ccccc1Cl)S(C)(=O)=O	5%	-10%	15%	·	-3	-21%	-1%
65	COc1cc(NC(=S)NN2CCN(C)CC2)cc(OC)c1	-7%	36%	19%	-9	-2	7%	1%
66	CC(OC(=O)C1CCCC1)C(=O)Nc1ccc(S(N)(=O)=O)cc1 (configuration not stated)	-14%	7%	2%	·	·	10%	·
67	COc1ccc(NS(=O)(=O)c2ccc3ccccc3c2)c2ncccc12	2.9µM*	-2%	87%[activator]	2	-1	11%	2%
68	O=C(NCCO)c1c(O)c2cccc3c2n(c1=O)CC3	-21%	9%	0%	-15	-2	·	0%
69	COCCn1cc(C(=O)N2CCCC(C)C2)c2c3ccccc3n(C)c2c1=O (configuration not stated)	?	3%	-9%	-7	-1	35%[activator]	5%
70	COC(=O)C1=C(c2ccc(F)cc2OCc2ccccc2)C[C@@H]2CC[C@H]1N2C(=O)NCc1ccc(OC)cc1	13µM*	4%	-4%	·	·	?	·

# Screening data deposited in PubChem BioAssay by National Center for Advancing Translational Sciences (NCATS).
